TMEM16A inh = TMEM16A chloride channel inhibitors, primary screen, cell-based, HTS | HEK293 TMEM16A/YFP iodide influx fluorescence, ionomycin | normalized B-score (activity score, 25-100; higher = stronger inhibition) at 10 µM | 310,000 compounds, 1.2% hits;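 active = ratio plate-corrected score three or more library SD toward inhibition, starting fluorescence score within five deviations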;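 also: score derived from kinetic fluorescence span divided by baseline fluorescence per well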
TRPC4 agonist = activators of mouse TRPC4 channel, primary screen, Fluo4 calcium, HEK293 TRPC4beta/mu-opioid cells; Fluo4 calcium fluorescence; active compounds read high; B-score at 10 µM; 310,000 compounds, 0.49% hits; Short transient receptor potential channel 4 (Mus musculus), Q9QUQ5;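 active = B-score above 5 SD of library B-scores, and initial fluorescence ratio not above library mean plus 5 SD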;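 also: positive B-score marks a calcium rise read as TRPC4 activation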
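Test system: HEK293 cells stably co-expressing mouse TRPC4beta and mu-opioid receptor | Schedule: Fluo4 dye loading 45 min at room temperature, 110 s recording | Measured by: Kinetic Fluo4 calcium fluorescence, 5 s baseline at 1 Hz | Evaluation: B score of integrated ratio | Controls: Buffer (low) and maximal DAMGO (high)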
KCNQ1 block = inhibitors of human KCNQ1 channel, primary screen, cell-based, thallium flux, high-throughput; Potassium voltage-gated channel subfamily KQT member 1 (Homo sapiens), P51787; CHO-K1 KCNQ1, FluxOR thallium flux fluorescence; active compounds read high; B-score at 10 µM; 310,000 compounds, 1.3% hits;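 active = compounds whose thallium flux B-score, printed positive for inhibition, exceeds three library SD while starting fluorescence stays within three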;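 also: channel opened by potassium depolarization with thallium stimulus after 20 min compound exposure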
TRPC4 PAM = positive allosteric modulators of TRPC4, primary screen, cell-based, mouse TRPC4beta, HEK293 mu-opioid, Fluo-4 calcium | B-score at 10 µM | 310,000 compounds, 0.42% hits | DAMGO EC20, Fluo-4 Ca2+ flux; active compounds read high | Short transient receptor potential channel 4 (Mus musculus), Q9QUQ5;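 active = B-score of calcium response area above 5 SD of library B-scores, with initial fluorescence ratio within 5 SD of library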;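 also: B-score of integrated fluorescence ratio over time as area under calcium response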
ANO1 activ = TMEM16A chloride channel activators or potentiators, primary screen, cell-based, HTS. 340,000 compounds, 0.3% hits. B-score at 10 µM. HEK293 TMEM16A/YFP-H148Q/I152L, iodide quench fluorescence; active compounds read low. Anoctamin-1 (Mus musculus), Q8BHY3. AID 623877, 2012;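 active = fluorescence-ratio B-score plate-corrected deviation score at least 3 library SD below zero, with starting fluorescence score within 5 deviations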;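 also: channel opened by trigger with iodide after compound preincubation; score built on the fluorescence ratio of max minus min over baseline; more negative score means more quench and so TMEM16A activation or potentiation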
KCNQ1 pot = potentiators or activators of KCNQ1 channel, primary screen, cell-based, thallium flux, high-throughput; CHO-K1 KCNQ1, thallium flux FluxOR fluorescence; active compounds read high; AID 2648, 2010; 310,000 compounds, 0.35% hits; B-score at 10 µM;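 active = fluorescence ratio B-score, a plate-corrected score, at least three library SD, with initial intensity B-score within 5 SD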
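Assay system: stable KCNQ1 CHO-K1 line; medium: assay buffer, equal DMSO in all wells; timing: 90 min dye loading and 20 min compound exposure, both at room temperature; technique: kinetic FluxOR thallium fluorescence, 10-s 1-Hz baseline, 110-s post-stimulus read; read-out basis: B score of baseline-normalized fluorescence ratio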
DYRK1A inh = rat Dyrk1A kinase inhibitors, primary screen, biochemical, single point, plate reader; inhibition, % at 12.5 µM; ADP-Glo luminescence, NFATc1 peptide; Dual specificity tyrosine-phosphorylation-regulated kinase 1A (Rattus norvegicus), Q63470; AID 504441, 2011; 310,000 compounds, 0.43% hits; in the data active = inhibition above about 50%;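 also: plate controls were vehicle with enzyme for no effect and no enzyme for full effect; many of its hits are not listed in these tables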
KCNK9 inh = KCNK9 potassium channel inhibitors, primary screen, HEK293 cells, thallium flux; Potassium channel subfamily K member 9 (Homo sapiens), Q9NPC2; FluxOR thallium flux fluorescence; active compounds read low; B-score at 10 µM; 310,000 compounds, 1.2% hits; AID 488922, 2010;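 active = ratio B-score over 3 SD below the library mean, with starting fluorescence within 5 SD of its mean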;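 also: negative B-score means less thallium flux so channel inhibition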
hERG protect = hERG rescue from dofetilide block, primary screen, cell-based, CHO-hERG, FluxOR thallium flux, dofetilide IC70; Voltage-gated inwardly rectifying potassium channel KCNH2 (Homo sapiens), Q12809; 310,000 compounds, 0.51% hits; dofetilide IC70 present; AID 1511, 2009; activation (rescue from dofetilide block), less the hit threshold, % at 10 µM;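 active = activation above the mean of controls blocked by dofetilide plus 5 SD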;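 also: thallium influx through hERG after potassium depolarization seen as dye fluorescence rise; in these data hits start at about 4.7%; inactives centre near -7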
Target sequence (Q12809 whole entry, looked up): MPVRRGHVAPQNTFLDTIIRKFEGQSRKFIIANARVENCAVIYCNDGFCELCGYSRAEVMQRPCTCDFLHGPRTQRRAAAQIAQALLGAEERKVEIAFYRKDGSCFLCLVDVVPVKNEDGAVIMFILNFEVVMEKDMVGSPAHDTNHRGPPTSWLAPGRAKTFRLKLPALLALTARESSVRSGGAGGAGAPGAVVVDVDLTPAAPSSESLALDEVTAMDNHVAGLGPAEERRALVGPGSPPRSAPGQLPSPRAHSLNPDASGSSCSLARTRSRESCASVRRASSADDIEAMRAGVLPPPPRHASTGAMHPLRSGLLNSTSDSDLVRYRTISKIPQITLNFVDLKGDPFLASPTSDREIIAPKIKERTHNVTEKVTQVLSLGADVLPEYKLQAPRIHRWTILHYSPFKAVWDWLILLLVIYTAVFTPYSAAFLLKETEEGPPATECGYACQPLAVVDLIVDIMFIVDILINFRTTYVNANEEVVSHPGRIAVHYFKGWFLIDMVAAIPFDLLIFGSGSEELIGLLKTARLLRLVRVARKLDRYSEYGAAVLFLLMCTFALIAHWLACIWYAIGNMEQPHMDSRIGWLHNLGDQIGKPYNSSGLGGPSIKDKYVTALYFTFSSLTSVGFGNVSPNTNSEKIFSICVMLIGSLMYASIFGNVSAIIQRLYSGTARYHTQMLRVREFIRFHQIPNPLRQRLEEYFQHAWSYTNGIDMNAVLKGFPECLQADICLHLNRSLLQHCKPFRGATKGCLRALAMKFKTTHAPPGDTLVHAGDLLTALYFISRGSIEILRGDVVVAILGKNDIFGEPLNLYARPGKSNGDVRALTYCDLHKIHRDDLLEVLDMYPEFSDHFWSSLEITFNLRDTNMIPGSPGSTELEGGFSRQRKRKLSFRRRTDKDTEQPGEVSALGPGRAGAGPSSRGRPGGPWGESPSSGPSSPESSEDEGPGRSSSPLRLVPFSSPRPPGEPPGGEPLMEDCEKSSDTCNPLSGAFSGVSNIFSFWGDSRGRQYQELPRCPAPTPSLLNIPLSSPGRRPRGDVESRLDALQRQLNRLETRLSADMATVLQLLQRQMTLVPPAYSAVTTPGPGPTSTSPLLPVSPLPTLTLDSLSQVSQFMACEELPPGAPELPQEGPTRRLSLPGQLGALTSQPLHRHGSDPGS
KCNK3 block = human KCNK3 channel inhibitors, primary screen, CHO cells, FluxOR thallium flux, B-score; Potassium channel subfamily K member 3 (Homo sapiens), O14649; FluxOR fluorescence; active compounds read low; B-score at 10 µM; 340,000 compounds, 0.84% hits; AID 602410, 2012;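 active = B-score under library mean minus 4 SD, starting fluorescence ratio at most library mean plus 5 SD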;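 also: more negative B-score means stronger inhibition of thallium flux through KCNK3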
HDAC3 inh = HDAC3 deacetylase inhibitors, primary screen, biochemical, fluorescence, cell-free homogeneous; AID 2718, 2010; inhibition, % at 8.3 µM; recombinant HDAC3, fluorogenic peptide/trypsin coupled; 320,000 compounds, 0.15% hits; in the data active = inhibition above about 26%, passing the limit was not always enough
Starred values were filed as active, the others as inactive; i = inactive; nt = not tested or not shown. These rows are one share of the data (hit frequency here may not be typical).

nr	compound	TMEM16A inh	TRPC4 agonist	KCNQ1 block	TRPC4 PAM	ANO1 activ	KCNQ1 pot	DYRK1A inh	KCNK9 inh	hERG protect	KCNK3 block	HDAC3 inh
1	CC(C)COP(=O)(c1ccc(N(C)C)cc1)C(O)c1cccnc1 (centres undefined)	i	i	i	i	i	i	nt	i	-7.1	i	1.7
2	CC(C)C[C@H](NC(=O)N1CC(=O)Nc2ccccc21)C(=O)N[C@H](Cc1ccccc1)C(=O)O	i	i	i	i	i	i	-2.3	i	-5.1	i	-3.2
3	Cc1ccc(C(=O)Nc2ncc3c(n2)CC(c2ccco2)CC3=O)cc1 (centres undefined)	i	i	i	i	i	i	2.1	i	-5.6	i	2.7
4	Cc1ccc(CC(=O)N2CCOCC2)cc1	i	i	i	i	i	i	10.9	i	-6.2	i	3.0
5	COc1ccc(NC(=O)c2ccc(C)cc2Cl)c([N+](=O)[O-])c1	i	i	i	i	i	i	-11.4	i	-2.0	i	0.9
6	Cn1c(=O)c2c(-c3cccc(Br)c3)c(C#N)c(N)nc2n(C)c1=O	i	i	i	i	i	i	1.7	i	-12.3	i	nt
7	CC(C)(C)C(=O)Cn1c(=N)n(Cc2ccccc2Cl)c2ccccc21	i	i	i	i	i	i	-2.4	i	-8.3	i	-5.2
8	NC(N)=N/N=C/c1ccc(Br)cc1	i	i	i	i	i	i	13.0	i	-13.9	i	-1.5
9	CCOC(=O)c1cc2c(n(-c3ccc(Cl)cc3)c1=O)CCCC2=O	i	i	i	i	i	i	1.8	i	-5.2	i	-15.9
10	Cc1cc(C)cc(OCC(=O)NNC(=O)CN2C(=O)c3ccccc3C2=O)c1	i	nt	nt	nt	i	nt	-3.6	nt	nt	i	0.9
11	CCN1CCN(c2cc(=O)n(Cc3ccc(F)cc3)c(=O)[nH]2)CC1	i	i	i	i	i	i	-3.8	i	-1.7	i	2.4
12	Cc1ccccc1NC(=O)c1nc[nH]c1C(=O)NCc1ccccc1	i	i	i	i	i	i	-7.0	i	-4.6	i	1.1
13	O=C(Nc1ncnc2sc3c(c12)CCCC3)c1ccncc1	i	i	i	i	i	i	-1.5	i	-7.2	i	0.8
14	CS(=O)(=O)N1CCc2cc(S(=O)(=O)N3CCN(Cc4ccc5c(c4)OCO5)CC3)ccc21	i	i	i	i	i	i	-4.9	i	-6.4	i	0.8
15	C/C(Cl)=C/CSc1nnc2n(N)c(=O)c3ccccc3n12	i	i	i	i	i	i	-4.2	i	-12.6	i	1.3
16	CC1CN(C(=S)NC(=O)c2ccccc2)CC(C)O1 (centres undefined)	i	i	i	i	i	i	nt	i	2.7	i	-7.5
17	Cc1ccc(SCCNC(=O)c2ccc(C)c(S(=O)(=O)Nc3cccc(C)c3)c2)cc1	i	i	i	i	i	i	2.7	i	-3.1	-11.4*	-0.7
18	Cc1cccc(NC(=O)Cn2cc([N+](=O)[O-])cn2)n1	i	i	i	i	i	i	-0.6	i	-18.1	i	4.7
19	CCc1ccc(OCCNC(=O)c2ccco2)cc1	i	i	i	i	i	i	-4.2	i	-10.7	i	1.8
20	COc1ccc2c(=O)c(-c3ccccc3)coc2c1	i	i	i	i	i	i	-14.6	i	-13.4	i	5.5
21	O=C(O)c1ccc2c(=O)n3c(nc2c1)/C(=C/c1cccc(Cl)c1Cl)CCCC3	i	i	i	i	i	i	-5.9	i	-1.4	i	-1.6
22	Cc1ccc(S(=O)(=O)N(CC(=O)Nc2ccc(Cl)c([N+](=O)[O-])c2)C2CCCCC2)cc1	i	i	i	i	i	i	-5.6	i	-12.2	i	-2.5
23	c1ccc(-c2nc(C3CCCCC3)c3ccccc3n2)cc1	i	i	i	i	i	i	3.6	i	-7.8	i	-7.3
24	COc1ccc(-c2oc(/N=C/N3CCCC3)c(C#N)c2-c2ccc(OC)cc2)cc1	i	i	i	i	i	i	-0.1	i	-12.2	i	1.1
25	Cc1onc(-c2c(Cl)cccc2Cl)c1C(=O)N1CCc2ccccc21	i	i	i	i	i	i	8.4	i	-15.8	i	0.8
26	NC(=O)C1(c2ccccc2)CCC(=O)N1c1ccccc1 (centres undefined)	i	i	i	i	i	i	4.0	i	-15.8	i	1.2
27	COc1cc2ccccc2cc1C(=O)NC(=S)Nc1nnn(C)n1	i	i	i	i	i	i	-3.5	i	-3.8	i	-8.8
28	N#CC[C@H](c1ccccc1)N1CCN(Cc2ccccc2)CCC1=O	i	i	i	i	i	i	5.8	i	-6.2	i	2.3
29	O=C1NC(=Nc2cccc(Cl)c2)SC1Cc1cccc(Cl)c1Cl (centres undefined)	i	i	i	i	i	i	-7.9	i	-5.2	i	-2.5
30	COc1ccc(CN(C)C(=O)CNC(=O)CNC(=O)c2ccc(Cl)cc2Cl)cc1F	i	i	i	i	i	i	-5.1	i	1.7	i	4.0
31	COc1ccccc1N(CC(=O)Nc1ccccc1C(=O)NC(C)C)S(C)(=O)=O	i	i	i	i	i	i	1.3	i	-9.4	i	-1.8
32	O=S(=O)(NCc1ccc(Cl)cc1)c1ccc(Cl)nc1	i	i	i	i	i	i	-2.9	i	-3.2	i	-16.8
33	CNc1ccc([N+](=O)[O-])cc1-c1nc2ccccc2[nH]c1=O	i	i	i	i	i	i	4.4	i	-10.3	i	0.3
34	COc1cccc(C(=O)OCC(=O)Nc2cc(C)c(C)cc2[N+](=O)[O-])c1	i	i	i	i	i	i	12.0	i	-1.2	i	8.4
35	CC(=O)N1CCN(c2ccc(S(=O)(=O)NCCN(C(C)C)C(C)C)cc2[N+](=O)[O-])CC1	i	i	i	i	i	i	-2.6	i	-5.4	i	-3.3
36	C[C@H](NC(=O)c1ccccc1Cl)C(=O)OCCOc1cccc(Cl)c1	i	i	i	i	i	i	-4.1	i	-1.5	i	1.0
37	CCCC(=O)Nc1ccc2c(c1)COC2=O	i	i	i	i	i	i	nt	i	-3.6	i	4.3
38	O=C(Cn1cnc2ccccc21)Nc1ccc(C(=O)O)cc1	i	i	i	i	i	i	-4.0	i	-9.9	i	-4.6
39	Cc1ccc(-c2nc(CSCC(=O)NCC3CCCO3)c(C)o2)cc1 (centres undefined)	i	i	i	i	i	i	-6.1	i	-2.2	i	0.4
40	Cn1c2ccccc2c2nnc(SCC(=O)NC3CCCC3)nc21	i	i	i	i	i	i	-7.4	i	-7.2	i	-0.1
41	Cc1c(OCC(F)(F)F)ccnc1CSc1nc2ccccc2[nH]1	i	i	i	i	i	i	-1.3	i	-4.2	i	5.4
42	CCOC(=O)c1ccccc1NC(=O)CSc1nccn1C	i	i	i	i	i	i	7.6	i	-5.3	i	-8.1
43	O=C(Nc1ccc(Cl)cc1-c1nc2ccccc2s1)c1ccco1	i	i	i	i	i	i	4.2	i	-6.6	i	-2.1
44	COc1ccc(S(=O)(=O)N2CCc3ccccc32)cc1[N+](=O)[O-]	i	i	i	i	i	i	-3.8	i	-7.1	i	1.7
45	Cc1cc(Nc2ccccc2F)n2ncnc2n1	i	i	i	i	i	i	10.6	i	-1.3	i	5.0
46	O=C(CSc1ncnc2ccccc12)NCc1ccco1	i	i	i	i	i	i	9.3	i	-9.8	i	0.9
47	O=C(Cc1ccc(S(=O)(=O)N2CCOCC2)s1)N1CCN(S(=O)(=O)c2cccc([N+](=O)[O-])c2)CC1	i	i	i	i	i	i	-1.1	i	-11.8	i	6.0
48	COc1cccc(NC(=O)C(=O)N2CCOCC2)c1	i	i	i	i	i	i	15.9	i	-5.0	i	-10.6
49	CP(C)(=O)CCP(=O)(c1ccccc1)c1ccccc1	i	i	i	i	i	i	-2.7	i	-5.7	i	-5.9
50	COc1ccc(C(=O)Nc2ccc3c(c2)C(=O)N(C)C3=O)cc1OC	i	i	i	i	i	i	2.4	i	-8.7	i	-0.8

(list continues)
nr	compound	TMEM16A inh	TRPC4 agonist	KCNQ1 block	TRPC4 PAM	ANO1 activ	KCNQ1 pot	DYRK1A inh	KCNK9 inh	hERG protect	KCNK3 block	HDAC3 inh
51	CSc1snc(SCC(N)=O)c1C#N	i	nt	nt	nt	i	nt	14.5	nt	nt	i	-0.4
52	CC1(C)Cc2nc(NCCCO)c(C#N)cc2CO1	i	i	i	i	i	i	-33.5	i	-5.9	i	-3.1
53	CCCC(=O)Nc1cc(OC)c(OC)cc1C(=O)O	i	i	i	i	i	i	-2.2	i	-3.3	i	0.5
54	CCOc1ccc(CN(C)C(=O)c2ccc(=O)[nH]c2)cc1	i	i	i	i	i	i	1.9	i	-6.3	i	5.1
55	O=c1c2ccccc2n(CC(O)CN2CCCCC2)c2ccccc12 (centres undefined)	i	i	i	i	i	i	3.0	-8.07*	-4.8	i	-92.2
56	COc1ccc(CN(C)C(=O)C2CSC3(C)CCC(=O)N23)cc1 (centres undefined)	i	i	i	i	i	i	9.4	i	-15.5	i	-3.7
57	CNC(=O)c1sc(N2N=C3/C(=C/c4ccccc4)CCCC3C2c2ccccc2)nc1C (centres undefined)	100*	i	i	i	i	i	2.7	-8.67*	-8.8	i	0.2
58	COC(=O)c1ccc(S(=O)(=O)N2CCCN(Cc3ccccc3)CC2)n1C	i	i	i	i	i	i	nt	i	-4.8	i	1.2
59	Cc1ccc(OCCCCCN2CCOCC2)cc1	i	i	i	i	i	i	10.5	i	-5.4	i	-6.9
